bIAP act: intestinal alkaline phosphatase (bovine) activation | purified bovine IAP, CDP-star luminescence, 30 min; stronger effect = higher value; fold of DMSO-control signal, blank-subtracted | hit rate 0.17% among 200,000 | AID 1016 | activation factor at 20 µM;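 active = activation factor of 2 or more at 20 µM, a signal rise over negative controls twice the positive control's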
PMI act: phosphomannose isomerase (human) activation | P34949 | purified human PMI, coupled resazurin fluorescence, 20 min; stronger effect = higher value; 1 = vehicle control, 0 substrate-free wells | activation factor at 20 µM | hit rate 0.005% among 190,000 | AID 1214;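 active = activation factor of 2 or more at 20 µM, relative to plate controls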
Target sequence (P34949 whole entry, looked up): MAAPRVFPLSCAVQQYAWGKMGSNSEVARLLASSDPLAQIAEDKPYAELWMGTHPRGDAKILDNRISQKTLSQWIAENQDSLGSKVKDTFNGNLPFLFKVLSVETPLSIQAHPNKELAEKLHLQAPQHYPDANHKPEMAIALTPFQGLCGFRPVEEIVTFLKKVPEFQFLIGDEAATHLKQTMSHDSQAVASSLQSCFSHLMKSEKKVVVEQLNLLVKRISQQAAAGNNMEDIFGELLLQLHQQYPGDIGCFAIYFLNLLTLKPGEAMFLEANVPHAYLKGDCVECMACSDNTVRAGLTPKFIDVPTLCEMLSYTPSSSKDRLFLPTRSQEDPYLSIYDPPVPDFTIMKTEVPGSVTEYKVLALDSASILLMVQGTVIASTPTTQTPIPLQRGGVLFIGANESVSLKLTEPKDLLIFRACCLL
Diaphorase act: activates diaphorase or chemically reduces, flagging diaphorase assay artifacts; Diaphorase/resazurin coupled assay, resorufin fluorescence, 16 min; stronger effect = higher value; 1 = vehicle wells, 0 = NADH-free wells; activation factor at 20 µM; hit rate 0.005% among 190,000;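 active = diaphorase activity raised at least twofold by the compound at 20 µM; inactive = activation factor below 2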
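Material: purified diaphorase enzyme from Clostridium kluyveri / Medium: HEPES pH 7.4 buffer with MgCl2 and Tween 20 / Schedule: enzyme reaction of 16 min at room temperature / Measured by: resorufin fluorescence, excitation 544 nm, emission 590 nm / Evaluation: rise in resorufin formation, marking diaphorase activation or chemical reduction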
Diaphorase inh: diaphorase inhibition or chemical oxidation counter-screen | diaphorase resazurin-to-resorufin fluorescence, NADH, 16 min; bacterial (C. kluyveri) enzyme, not human | inhibition, % at 20 µM | hit rate 0.69% among 190,000 | AID 1217;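 active = primary screen inhibition at 20 µM above a set limit, cut at about 50% in these data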;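 also: plate controls were DMSO with full reaction for no effect and wells lacking NADH for full effect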
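Assay system – diaphorase enzyme from Clostridium kluyveri · Amount – diaphorase 0.14 U/mL (working solution) · Times – reaction incubation of 16 min at room temperature · Controls – No-NADH positive control and DMSO neutral control · Signal – resorufin fluorescence 544/590 nm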
TNAP inh noacc: blocks human TNAP activity with no phosphate acceptor present; P05186; purified TNAP, CDP-star luminescence, 30 min; inhibition, % at 20 µM; hit rate 0.26% among 200,000; AID 1012;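 active = tissue-nonspecific alkaline phosphatase inhibition above about 50% at 20 µM in the single-dose screen, limit read from the data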;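 also: 0% = DMSO negative control and 100% = EDTA positive control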
Target sequence (P05186 whole entry, looked up): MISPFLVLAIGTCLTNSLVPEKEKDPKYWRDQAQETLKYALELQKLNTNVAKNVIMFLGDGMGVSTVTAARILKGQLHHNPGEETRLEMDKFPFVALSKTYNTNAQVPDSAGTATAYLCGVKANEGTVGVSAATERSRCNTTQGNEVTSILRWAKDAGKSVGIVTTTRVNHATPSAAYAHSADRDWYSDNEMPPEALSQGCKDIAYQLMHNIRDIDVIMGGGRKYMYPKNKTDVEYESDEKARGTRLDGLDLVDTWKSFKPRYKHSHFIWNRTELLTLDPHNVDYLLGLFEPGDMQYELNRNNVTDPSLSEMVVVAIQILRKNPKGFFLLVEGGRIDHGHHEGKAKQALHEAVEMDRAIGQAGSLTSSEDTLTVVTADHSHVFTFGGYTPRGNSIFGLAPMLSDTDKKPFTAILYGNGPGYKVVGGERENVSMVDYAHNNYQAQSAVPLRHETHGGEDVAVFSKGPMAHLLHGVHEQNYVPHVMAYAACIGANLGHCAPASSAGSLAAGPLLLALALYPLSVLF
TNAP act hi DEA: activators of human TNAP at high phosphate acceptor concentration; activation factor at 20 µM; AID 1136; 200,000 tested, under 10 active; P05186; purified TNAP, CDP-star luminescence, 1 M DEA, 30 min; stronger effect = higher value; 0 = EDTA background, 1 = DMSO-only activity;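 active = activation factor at least 2 at 20 µM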
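Control set: EDTA negative control, DMSO positive control / Assay system: human TNAP / Quantity: TNAP 1/800 final / Evaluation: TNAP activation factor scaled between EDTA and DMSO control wells / Measured by: luminescent substrate turnover signal / Compound dosing: one dose, 20 µM / Times: 30 min enzyme reaction at room temperature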
Lmaj promast: Leishmania major promastigote growth inhibition; Leishmania major promastigotes, resazurin fluorescence viability; inhibition, % at 10 µM; hit rate 9% among 200,000; in the data active = inhibition above about 50%;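 also: promastigotes grown with compound for 44 hours at 28 °C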
PMI act satM6P: increases human PMI activity with near-saturating mannose 6-phosphate. P34949. coupled PMI enzyme assay, resazurin fluorescence, 20 min; stronger effect = higher value; 1 = untreated enzyme, 0 = substrate-free blank. activation factor at 20 µM. hit rate 0.34% among 190,000. AID 1216;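 active = activation factor of 2 or more at 20 µM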
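Technique: Diaphorase-driven resazurin-to-resorufin fluorescence, excitation 544, emission 590 nm | Assay system: Human PMI in coupled enzyme assay | Times: Enzyme reaction with compound 20 min at room temperature | Medium: HEPES-buffered pH 7.4 with magnesium and detergent | Reagent: Mannose-6-phosphate 1.0 mM (near-saturating) plus 0.22 mM NADP+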
bIAP inhibitor: intestinal alkaline phosphatase (bovine) inhibition. inhibition, % at 20 µM. AID 1019. purified bovine IAP, CDP-star luminescence, 30 min. 190,000 tested, under 10 active;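 active = over 50% inhibition of intestinal alkaline phosphatase at 20 µM in the single-dose screen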
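Assay system: bovine IAP enzyme; medium: DEA buffer 100 mM, pH 9.8, with MgCl2 1.0 mM, ZnCl2 0.02 mM; doses: 20 µM single dose; incubation: enzyme reaction for 30 min at room temperature; detection: CDP-star luminescence signal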
TNAP inh hiacc: TNAP (human) inhibition, high acceptor; P05186; purified TNAP, CDP-star luminescence, 1 M DEA; inhibition, % at 20 µM; hit rate 0.03% among 200,000;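 active = over 50% inhibition of tissue-nonspecific alkaline phosphatase at 20 µM in the single-dose screen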;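 also: plate controls were DMSO wells for no effect and EDTA-quenched wells as full inhibition for full effect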
* = called active by the depositor.

SMILES	bIAP act	PMI act	Diaphorase act	Diaphorase inh	TNAP inh noacc	TNAP act hi DEA	Lmaj promast	PMI act satM6P	bIAP inhibitor	TNAP inh hiacc
CCOC(=O)c1ccc[n+](CC(=O)Nc2ccccc2OC(F)F)c1	1.1	1.2	1	0	-2	1	1	1.1	-7	2
CCc1nnc(NC(=O)CCC(=O)N2CCN(c3ccccn3)CC2)s1	1.1	0.9	0.9	7	-2	1	-5	0.9	-9	-1
COc1ccc(Nc2nc(-c3cccc([N+](=O)[O-])c3)nc3ccccc23)c(OC)c1	0.8	1.1	0.8	24	11	1	47	0.9	17	2
Cc1cc(NC(=O)CSc2ncccc2C(=O)O)no1	1.2	1.1	0.8	16	-4	1	-4	1	-16	-3
COc1cc(CNC(=O)c2cccc(COc3ccc(Cl)cc3)c2)cc(OC)c1	1	0.8	0.7	31	-28	1	-1	0.8	1	-5
CC1=NN(c2ccc(S(=O)(=O)O)cc2C)C(=O)C1	0.9	1.6	0.9	11	-4	1	3	2.4*	8	0
Cc1cccc(-n2c(-c3ccncc3)n[nH]c2=S)c1	1	1	0.8	23	-4	1	-7	1	4	-2
O=C(Cc1ccccc1)NC1CCN(S(=O)(=O)c2cccc(F)c2)CC1	0.9	1	0.8	16	-9	1.1	-2	0.9	9	-6
CC(NC(=O)CCn1c(=S)[nH]c2ccsc2c1=O)c1ccccc1 (stereo unspecified)	1	1	0.6	44	0	1	-4	1	-3	0
CCOC(=O)c1c(NC(=O)CCC(=O)N2CCOCC2)sc2c1CC(C)(C)OC2	1.1	0.9	0.9	10	-4	1	97*	0.9	-6	-3
COc1ccc(N2C(=O)/C(=C/N(C)C)NC2=S)cc1	0.9	0.9	0.7	28	-9	1.1	-1	1	7	-5
O=C(NCC1CCCCC1)C1CCCN(C(=O)NC2CCCCC2)C1 (stereo unspecified)	1	1.1	0.9	10	-17	1.1	2	1	-3	-8
CCOC(=O)C1(CCCc2ccccc2)CCN(C(=O)c2cncs2)CC1	0.9	0.9	0.9	13	-4	1.1	30	1	6	-6
Cc1c(NC(=O)Cc2cccs2)cccc1[N+](=O)[O-]	1.3	1.1	1.1	-7	-16	1.1	3	1	-28	-6
CCC1Oc2ccc(Cl)cc2N(CC(=O)O)C1=O (stereo unspecified)	1	0.9	0.9	15	-11	1	-7	0.9	3	-4
CCc1ccc(NC(=O)Cc2cn(C)c3ccccc23)cc1	0.8	1.1	0.9	8	-1	1	6	1	24	-3
Cc1ccc(S(=O)(=O)N(CCC(=O)O)c2ccccc2)cc1	1	1	0.9	5	-4	1.1	-7	1	2	-5
Cc1ccc(S(=O)(=O)N(C)C)cc1NC(=O)COC(=O)COc1ccccc1[N+](=O)[O-]	1	1.1	1	3	-4	1	-4	1	-1	-2
CCc1cccc(CC)c1NC(=O)COc1ccccc1C(=O)c1cc(C#N)c(=O)n(C2CCCCC2)c1	1	0.9	0.8	15	-4	1	35	1	3	1
O=P(Cc1cccc[n+]1[O-])(c1ccccc1)c1ccccc1	0.9	1.2	1.2	-18	-2	1.1	-7	1.1	9	-6
Cc1ccc2[nH]c(=O)c(N3CCOCC3)c(-c3ccccc3)c2c1	1.1	0.9	0.9	8	-8	1	21	0.9	-5	1
CCOC(=O)c1ccc(CNC(=O)CSc2nnc(-c3ccncc3)o2)cc1	1	0.9	1	4	10	1	-5	1	-4	2
CC(=O)n1cc(C2C(=O)CC(C)(C)CC2=O)c2ccccc21	0.9	1	0.9	5	-6	1	-3	1	12	-3
Cc1ccc(NC(=O)CC2SC(=NC3CCCCC3)NC2=O)cc1 (stereo unspecified)	0.9	1	0.9	9	-5	1	7	1	8	-5
CCCn1cnc2sc(C(N)=O)c(C)c2c1=O	0.9	1	0.9	10	-6	1	-3	1	11	0

Exported bar-delimited: entries from further up.
structure | bIAP act | PMI act | Diaphorase act | Diaphorase inh | TNAP inh noacc | TNAP act hi DEA | Lmaj promast | PMI act satM6P | bIAP inhibitor | TNAP inh hiacc
CCc1nnc(NC(=O)CCC(=O)N2CCN(c3ccccn3)CC2)s1 | 1.1 | 0.9 | 0.9 | 7 | -2 | 1 | -5 | 0.9 | -9 | -1
COc1ccc(Nc2nc(-c3cccc([N+](=O)[O-])c3)nc3ccccc23)c(OC)c1 | 0.8 | 1.1 | 0.8 | 24 | 11 | 1 | 47 | 0.9 | 17 | 2

Remaining list, next part.
SMILES	bIAP act	PMI act	Diaphorase act	Diaphorase inh	TNAP inh noacc	TNAP act hi DEA	Lmaj promast	PMI act satM6P	bIAP inhibitor	TNAP inh hiacc
CC(=O)Nc1nc(C)c(-c2csc(Nc3cccc([N+](=O)[O-])c3)n2)s1	0.9	1	1	0	-16	1	97*	1	14	-3
Cn1c(=O)c(=O)n(C)c2cc(S(=O)(=O)Nc3ccc(OC(F)(F)F)cc3)ccc21	1	0.9	0.8	16	-2	1.1	99*	0.9	0	-5
CC(=O)N1CCc2ccc(S(=O)(=O)N3CCc4ccccc43)cc21	0.8	1.1	1	1	5	0.9	12	1.1	20	6
COC(=O)c1cn(C(=O)c2cc(C)cc(C)c2)c2ccccc12	1.1	1.1	0.9	8	-12	1	-4	1.1	-12	-5
Cn1c(CSCc2ccc(Cl)c(Cl)c2)nnc1SCC(=O)Nc1nccs1	0.9	0.9	0.8	20	-7	1	11	0.9	12	-3
N#Cc1c(NC(=O)CN2CCCCC2)sc2c1CCC2	0.9	0.8	0.7	25	-8	1	-1	0.9	8	-2
Cc1ccc(C)n1-c1sc2c(c1C(=O)O)CCCC2	1	1	0.9	12	-5	1	-12	0.9	-2	-3
Cc1ccc(C2=NC3(CCCCC3)NC2=S)cc1	0.9	0.9	1	4	-1	1	-2	1	6	5
CN(c1cccc(NC(=O)CN(c2cccc(F)c2)S(C)(=O)=O)c1)S(C)(=O)=O	1	1	0.9	11	-17	1.1	-9	1	-5	-7
N#Cc1cc(NC2CCCC2)c([N+](=O)[O-])cc1C#N	1	0.9	1	-1	16	0.9	61*	1	4	12
Cc1cccc(-c2nnc(SCc3cc(=O)[nH]c4ccccc34)n2C)c1	0.8	1.1	0.9	14	-13	1.1	-5	1.1	18	-9
O=C(CN(C1CCCCC1)C1CCCCC1)N1CCc2ccccc2C1	1	0.8	0.8	21	-6	1	64*	0.9	0	-5
Cc1cc(C(F)(F)F)n(-c2nc(C(=O)NNS(=O)(=O)c3ccccc3[N+](=O)[O-])cs2)n1	1	1.2	0.9	14	-7	1	-8	1	0	-4
Cc1ccc2c(Cl)cc(Cl)c(OCC(=O)Nc3cc(C)on3)c2n1	1	1.2	1	-2	-4	1.1	-2	1	0	-5
O=S(=O)(Nc1ccc2c(c1)nc1n2CCOC1)c1ccccc1	1	1	0.9	13	-7	1	2	1	0	-2
O=C(COC(=O)[C@@H]1CCCN1C(=O)c1cccs1)Nc1ccc(F)cc1[N+](=O)[O-]	0.8	1.1	1	2	-16	1	-2	1	16	-4
Cc1ccc(OCn2c(=O)sc3ccccc32)cc1	0.7	0.9	0.9	9	-3	1	-3	1	34	4
Cc1cc(-c2ccccc2)nc(N(C)N)c1S(C)(=O)=O	1	1	1	3	-14	1.1	-4	1	4	-5
Cc1nc2c(cc1C(=O)N/N=C/c1ccc([N+](=O)[O-])cc1)c(=O)n(C)c(=O)n2C	0.8	0.9	0.9	6	1	0.9	-6	1	17	5
O=C1CC(SC2=NCCS2)C(=O)N1c1cccc(Cl)c1Cl (stereo unspecified)	0.8	1.1	0.9	12	-6	1	-5	1.1	22	3
CN1CCN(S(=O)(=O)c2cccc(C(=O)Nc3sc4c(c3-c3nc5ccccc5[nH]3)CCCC4)c2)CC1	0.7	1.1	0.8	22	-22	1	98*	1.2	29	-2
CC(=O)Nc1ccc(S(=O)(=O)N2CCN(CCCOc3ccccc3Cl)CC2)cc1	1	0.9	0.8	19	37	1	12	0.9	2	-4
Cc1ccc(S(=O)(=O)N2CCN(C(=O)C3Cc4ccccc4CN3C(=O)c3ccco3)CC2)cc1 (stereo unspecified)	1	1	1	1	-1	1.1	-6	1.1	-2	-5
CC(C)OP(=O)(OC(C)C)C(NC(=O)c1cccc([N+](=O)[O-])c1)C(N)=O (stereo unspecified)	0.9	1	1	4	-5	1.1	-4	1.1	10	-5
Nc1ccc2nc(SCc3ccc([N+](=O)[O-])cc3)sc2c1	0.8	1	0.7	26	-2	1	69*	0.8	24	-1

The listing continues:
SMILES	bIAP act	PMI act	Diaphorase act	Diaphorase inh	TNAP inh noacc	TNAP act hi DEA	Lmaj promast	PMI act satM6P	bIAP inhibitor	TNAP inh hiacc
CCN1C(=O)/C(=C/N2CCc3ccccc32)SC1=S	0.7	1	0.9	8	3	1	-4	1	30	2
NC(=O)CCS(=O)(=O)CCN1CCCCC1	1	0.9	0.8	22	-12	1.1	-7	1	4	-5
COc1cc(/C=N/Nc2ccccc2)ccc1OC(=O)c1cccs1	0.8	1.5	0.9	6	-18	1	12	2.2*	16	-1
O=C(CN1C(=O)C2C3C=CC(C3)C2C1=O)N1CC(=O)N(CCc2ccccc2)C(=O)C1 (stereo unspecified)	0.9	1	0.9	9	-9	1.1	-5	1	13	-5
COC(=O)c1cccc(NC(=O)C23CC4CC(C2)CC(n2cncn2)(C4)C3)c1	1.1	1.1	1.1	-5	-12	1.1	-6	1.1	-10	-6
Cc1sc2nc(SCc3nnc(-c4cccs4)o3)n(C3CCCC3)c(=O)c2c1C	1	1	0.9	8	-7	1.1	5	1	5	-5
C=CCNc1nnc(Cl)c2ccccc12	0.9	0.9	0.8	19	-10	1	-1	0.8	15	-1
CCCn1c(C(O)c2ccc3c(c2)OCO3)nc2ccccc21 (stereo unspecified)	5.8*	1	0.8	15	-24	1.1	6	0.9	-478	-9
CSc1cc(C)nc(N(C)C(C)=O)n1	1.1	0.9	0.8	20	-10	1.1	-5	0.9	-6	-7
Cc1ccc(C)c(-n2nnnc2Sc2nc([N+](=O)[O-])nn2C)c1	0.6	0.8	0.8	20	-6	1	20	0.7	39	-1
CCc1c(O)nc(SCC(=O)N(CC)CC)[nH]c1=O	1	1	1	0	-6	1	-3	1.1	3	-1
Cc1c(NC(=O)C2CCCCC2)cc(C(=O)N2CCOCC2)cc1[N+](=O)[O-]	1.1	1	1	0	-1	1	1	1	-9	2
CCC(CC)NC(=O)CON=C1c2ccccc2-c2ccccc21	1	1	0.9	5	3	0.9	-7	1	-4	6

Bioassay records (PubChem)

Random draw from the library; about 10% have a hit in one of these screens.
